Compound activity deposited in PubChem by several laboratories.
RPL19A-GFP yeast: yeast TOR pathway RPL19A-GFP modulation; S. cerevisiae RPL19A-GFP strain, flow cytometry, 3 h; active compounds read low; actives 0.3% (n = 330,000); percent response vs DMSO, % at 10 µM; AID 2025;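 active = percent response vs DMSO below 50%; inconclusive = fewer than 70 events counted for the yeast strain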;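 note: median channel GFP fluorescence of the barcoded RPL19A-GFP strain; ratio of sample median GFP to plate DMSO average so 100% = DMSO; lower means less RPL19A-GFP as with rapamycin TOR inhibition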
AGP1 TOR yeast: alters AGP1-GFP fluorescence in TOR pathway yeast screen; S. cerevisiae AGP1-GFP multiplex flow cytometry, 3 h; GFP as percent of DMSO wells; GFP response vs DMSO, % at 10 µM; actives 0.02% (n = 320,000); AID 2066;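 active = GFP response relative to DMSO above a set limit, near screen average plus 3 SD, cut at about 150% in these data; inconclusive = fewer than 70 cells counted for the yeast strain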;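 note: median GFP channel fluorescence of the gated AGP1 strain per well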
LAP4-GFP MLPCN: yeast TOR pathway LAP4-GFP modulation; S. cerevisiae LAP4-GFP multiplex, flow cytometry GFP, 3 h; median GFP as percent of DMSO wells; actives 0.34% (n = 320,000); GFP response vs DMSO, % at 10 µM;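 active = GFP response vs DMSO above a set limit, about the screen mean plus 3 SD, cut at about 150% in these data; inconclusive = under 70 cell events counted for the yeast strain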
VLA-4 inh: inhibition in a human VLA-4 binding assay | P13612 | VLA-4 expressing cells, ligand binding flow cytometry | inhibition, % (about 7 µM as worked out from the volumes in the protocol) | actives 0.2% (n = 330,000) | AID 2557; in the data active = inhibition above about 50%
GRK2 inh: inhibitors of human GRK2 displacing RNA aptamer; bead flow cytometry, FAM-aptamer displacement from GRK2; AID 488847; P25098; actives 0.59% (n = 330,000); inhibition of aptamer binding, % at 10 µM;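 active = inhibition of aptamer binding above 40%, roughly 3 SD of noise, on plates passing a quality check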;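 note: median bead fluorescence of bound FAM aptamer so fluorescent compounds give negative values; no value below 0 was filed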
MEP2 TOR yeast: modulators of TOR pathway MEP2-GFP in S. cerevisiae; S. cerevisiae MEP2-GFP strain, flow cytometry GFP, 3 h; 100% = DMSO control level; GFP response vs DMSO, % at 10 µM; actives 0.51% (n = 330,000);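 active = GFP response versus DMSO above a set limit, roughly screen mean plus 3 SD, cut at about 180% in these data; inconclusive = fewer than 70 cells counted for a yeast strain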;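 note: median GFP fluorescence of the barcode-gated MEP2-GFP cells per well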
CIT2-GFP yeast: alters CIT2-GFP fluorescence in TOR pathway yeast screen. GFP response vs DMSO, % at 10 µM. actives 0.065% (n = 320,000). S. cerevisiae CIT2-GFP strain, flow cytometry, 3 h; 100 means same as DMSO wells;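 active = GFP response relative to DMSO above a set limit, near the screen mean plus 3 SD, cut at about 150% in these data; inconclusive = Fewer than 70 cells measured for a yeast strain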;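 note: ratio of well median GFP fluorescence to mean of DMSO wells on the plate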
JMJD2C inh: blocks human GASC-1 demethylase activity. Q9H3R0. GST-JMJD2C(1-420) H3K9me3 demethylation, DELFIA europium. inhibition, % at 2.35 µM. actives 0.069% (n = 330,000);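 active = more than half of a compound's replicate wells show inhibition beyond 50%, single wells judged on their own value; inconclusive = some, but no more than half, of replicates pass 50% inhibition; inactive = no replicate passes 50% inhibition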;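 note: signal counts dimethyl H3K9 product captured on neutravidin plate; 0% = median of DMSO wells and 100% = 0.3 times that DMSO median; strong numbers were not always called active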
Target sequence (Q9H3R0 1-420 limits assumed): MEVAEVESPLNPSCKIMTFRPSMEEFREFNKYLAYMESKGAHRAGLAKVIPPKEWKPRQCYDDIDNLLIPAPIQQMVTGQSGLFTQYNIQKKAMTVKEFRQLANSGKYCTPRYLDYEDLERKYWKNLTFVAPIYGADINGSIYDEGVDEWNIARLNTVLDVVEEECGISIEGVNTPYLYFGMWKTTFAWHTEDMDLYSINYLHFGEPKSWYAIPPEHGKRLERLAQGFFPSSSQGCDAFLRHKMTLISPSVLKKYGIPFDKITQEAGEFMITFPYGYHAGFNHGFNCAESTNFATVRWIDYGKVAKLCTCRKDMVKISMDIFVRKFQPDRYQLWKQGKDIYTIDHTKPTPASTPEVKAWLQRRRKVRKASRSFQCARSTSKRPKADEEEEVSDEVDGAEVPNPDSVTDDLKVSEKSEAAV
* marks the source's active call; other numbers are inactive results; i = inactive; ? = inconclusive; . = no result given.

Each structure is followed by: RPL19A-GFP yeast	AGP1 TOR yeast	LAP4-GFP MLPCN	VLA-4 inh	GRK2 inh	MEP2 TOR yeast	CIT2-GFP yeast	JMJD2C inh
- COc1cc(C(C2=C(O)CC(C)(C)CC2=O)C2C(=O)CC(C)(C)CC2=O)cc(OC)c1OC (stereo not drawn)
    95.6	95.0	95.7	13.2	1.0	103.7	100.2	5.0
- OCCCNCc1cccc2ccccc12
    99.7	104.5	99.3	-8.6	3.0	105.6	102.4	2.3
- CC(=O)Cc1nsc(NC(=O)c2cc(-c3cccc(C(F)(F)F)c3)oc2C)n1
    97.5	97.5	93.5	7.9	0.0	100.0	101.2	-15.1
- Cc1ccc(OCC(=O)Nc2ccc3c(c2)OCO3)c([N+](=O)[O-])n1
    97.1	102.5	102.9	-2.2	0.0	101.2	88.9	12.9
- COc1ccccc1C(=O)NC(=S)Nc1ccc(NC(=O)c2ccco2)cc1
    98.0	100.9	96.5	20.9	1.0	100.2	99.2	-1.1
- Cc1cccc(Nc2nnc(SCC(=O)c3ccc(Br)s3)s2)c1C
    92.3	91.9	95.5	22.4	4.0	92.9	81.7	6.4
- Cc1cccc(S(=O)(=O)Nc2ccc3c(c2)OCCO3)c1
    94.1	91.6	105.4	-11.0	4.0	90.3	89.4	7.7
- CCN(CC)c1ccc2c(C)c(-c3ccc(N)cc3)c(=O)oc2c1
    97.6	30.7	97.6	13.7	3.0	105.2	84.7	2.5
- CCCCNC(=O)c1nn2c(C(F)(F)F)cc(-c3ccc(OC)cc3)nc2c1Br
    101.9	100.0	100.7	21.8	1.0	104.1	100.9	-5.6
- Cc1ccnc(NS(=O)(=O)c2ccc(N3C(=O)Nc4ccccc4N3O)cc2)c1
    103.0	95.8	95.7	20.6	0.0	103.2	80.3	-2.9
- CCn1c(SCC(=O)Nc2nc(C)cs2)nnc1C(C)NC(=O)c1ccccc1 (stereo not drawn)
    97.7	98.3	100.0	0.9	0.0	103.3	100.9	10.1
- Cn1c(SCC(=O)c2ccccc2)ncc(C(=O)Nc2ccc(F)cc2)c1=O
    101.5	101.6	114.5	1.1	0.0	97.3	89.9	-6.6
- CC(C)Cc1cc(C(=O)Nc2ccc(F)cc2F)no1
    92.8	94.7	98.7	9.5	2.0	96.8	88.6	4.1
- CCN(CC)CCNC(=O)c1ccc(NC(=O)COc2ccc3c(c2)CCC3)cc1
    96.9	102.5	102.1	-9.3	0.0	93.0	100.3	-3.8
- COc1ccc(N2C(=O)CC(N3CCN(Cc4ccc5c(c4)OCO5)CC3)C2=O)cc1 (stereo not drawn)
    97.8	98.8	108.6	10.0	1.0	94.0	93.0	-276.7
- COc1cccc(C(=O)CN(C(=O)c2ccc(Cl)cc2Cl)N2C(=O)c3ccccc3C2=O)c1
    113.8	106.8	105.3	4.6	0.0	118.3	91.8	-0.2
- Cc1ccc(C)c(C(=O)COC(=O)c2cc([N+](=O)[O-])ccc2NCCO)c1
    94.5	94.9	97.1	15.1	0.0	92.1	82.9	6.6
- O=C(Cn1cnc2ccccc21)NC(c1ccccc1)c1ccccc1
    97.7	99.0	100.0	-8.2	2.0	99.3	104.2	-2.9
- CCOC(=O)c1c(C)n(C)c2ccc(OC)c(NC(=O)CN3CCSCC3)c12
    97.6	100.7	92.2	-1.4	0.0	93.1	101.1	-30.3
- COc1ccc(C(=O)/C=C/c2cccs2)c(OC(=O)c2cccc([N+](=O)[O-])c2)c1
    96.6	93.0	96.2	25.6	0.0	101.8	99.3	-9.6
- Nc1ccccc1Nc1ccc([N+](=O)[O-])cc1[N+](=O)[O-]
    99.1	93.7	97.2	-16.9	0.0	91.3	87.8	3.5
- O=C(O)c1ccc(NS(=O)(=O)c2ccc(NC(=O)c3ccccc3Cl)cc2)cc1
    98.8	95.8	86.7	-2.9	0.0	100.9	102.1	3.3
- COC(=O)c1cc(Cl)c(N)cc1OC
    104.3	108.4	103.8	1.6	0.0	105.3	109.7	-4.2
- O=C(CCNC(=O)N1CC(=O)Nc2ccccc21)NCc1ccc(F)cc1
    97.7	96.5	90.8	1.3	0.0	101.7	114.0	?
- CCOC(=O)c1ccc(NC(=O)Nc2ncc(Cl)cc2Cl)cc1
    62.7	62.1	79.5	14.5	0.0	89.3	81.0	5.8
- CCc1ccccc1N(CC(=O)N1CCCCCC1)S(C)(=O)=O
    96.7	98.3	80.8	8.2	0.0	82.4	91.6	-0.2
- CC(=O)Nc1ccc(N=Cc2c(O)c(C(=O)Nc3ccccc3)cc3ccccc23)cc1
    102.6	97.3	96.1	i	0.0	111.3	112.0	-1.4
- CCN(C(=O)c1sc(N)c(C#N)c1C)C1CCCCC1
    112.0	111.6	117.1	20.9	2.0	121.0	106.2	41.5
- COC(=O)/C(NC(C)=O)=C(\C)c1ccc(Cl)cc1
    104.0	100.7	107.9	2.7	2.0	95.5	100.0	18.0
- Cc1cc(S(=O)(=O)Nc2ccc3c(c2)n(C)c(=O)n3C)ccc1F
    97.2	106.8	106.4	0.7	0.0	108.9	102.0	-0.7
- O=C(COC(=O)c1cccs1)NC1CCCCC1
    103.5	103.9	110.2	-0.6	0.0	105.9	91.2	-6.0
- Cc1cccc(S(=O)(=O)Nc2nc3ccccc3nc2NCC2CCCO2)c1 (stereo not drawn)
    96.0	95.6	90.4	-1.0	0.0	92.2	88.3	7.6
- O=C(Nn1c(-c2ccccc2)nc2ccccc2c1=O)C1CCC1
    105.4	109.5	96.8	-7.1	0.0	101.9	.	-2.8
- CCCCCCCCCCCCN1C/C(=C\C(=O)OCC)c2ccccc2S1(=O)=O
    95.7	84.2	104.5	11.5	5.0	90.0	76.2	2.0
- COc1ccc(N2CCN(C(c3ccc4ncccc4c3)c3nnnn3C(C)(C)C)CC2)cc1 (stereo not drawn)
    94.7	85.7	86.3	-1.8	0.0	?	90.6	5.7
- CC(=O)CC(=O)Nc1ccc(C(N)=O)cc1
    109.0	95.1	104.9	13.9	1.0	97.8	95.5	-23.2
- CCOC(=O)C(C)Oc1cccc2c(=O)n(CC(=O)N3CCN(C(=O)OCC)CC3)ccc12 (stereo not drawn)
    97.2	102.8	102.4	-10.0	0.0	104.0	105.5	9.5
- COc1cccc(C2C(C#N)=C(N)N(N(C)C)C3=C2C(=O)CC(C)(C)C3)c1 (stereo not drawn)
    102.4	103.5	108.5	-4.1	1.0	94.1	106.3	6.5
- CCCn1c(=O)n(C)c(=O)c2c(SC(C)C(=O)NCC3CCCO3)nc(CC(C)C)nc21 (stereo not drawn)
    88.1	93.0	86.8	4.5	2.0	90.3	93.6	?
- CC(C)c1csc(CN2CCC(n3nccc3NC(=O)Cc3ccccc3)CC2)n1
    102.1	101.0	103.0	10.3	3.0	95.3	104.6	15.4
- CCC(CC)c1nnc(NC(=O)/C=C/c2ccco2)s1
    101.3	95.9	90.0	0.2	4.0	102.0	92.9	29.8
- Cc1ccc(-n2cc(CNC(C)c3cnn(C)c3C)c(-c3ccc(F)cc3)n2)cc1 (stereo not drawn)
    100.8	103.0	94.1	3.8	1.0	96.4	99.8	-15.2
- O=S(=O)(N1CCCCC1)N1CCCN(S(=O)(=O)N2CCCCC2)CC1
    100.0	101.2	96.3	2.5	1.0	103.3	98.3	-45.4
- COC(=O)CN1C(=O)[C@H]2[C@@H](/C=C/c3ccccc3)N3C(=O)CN(Cc4ccc(-c5ccccc5)cc4)C(=O)[C@@]3(C)[C@H]2C1=O
    89.9	96.0	88.6	4.6	3.0	92.8	88.1	-14.3
- C/C(=N\NC(=O)NC1CCCCC1)c1ccc(OC(F)F)cc1OC(F)F
    104.3	103.8	103.3	-1.8	3.0	103.0	111.8	-0.2
- CCOC(=O)c1ccc(-c2c(-c3ccc(OC)cc3)oc(=O)c3cc(OC)c(OC)cc23)cc1F
    97.7	97.4	94.8	-9.4	0.0	87.4	95.2	3.1
- CC(C(=O)N1CCCc2ccccc21)N1CCN(c2ccccn2)CC1 (stereo not drawn)
    99.8	101.5	98.2	9.6	4.0	99.9	101.3	12.2
- COc1ccc(S(=O)(=O)N2CCOC23CCN(S(=O)(=O)c2ccc([N+](=O)[O-])cc2)CC3)cc1
    97.1	105.0	96.3	8.6	0.0	101.3	100.8	0.4
- O=C(CN1CCN(S(=O)(=O)/C=C/c2ccccc2)CC1)Nc1ccccc1N1CCOCC1
    104.2	107.0	110.8	2.5	0.0	103.5	104.2	0.6
- Cc1c(N/C=C/C(=O)c2ccc(Cl)cc2)c(=O)n(-c2ccccc2)n1C
    94.2	93.4	116.6	33.5	4.0	97.7	86.2	10.7
- COc1ccc(NC(=O)COC(=O)/C=C/C(=O)OCC(=O)Nc2ccc(OC)c(Cl)c2)cc1Cl
    98.3	94.6	96.4	15.2	2.0	98.6	93.6	-0.4
- Cc1cc(C)n2nc(SCC#N)nc2n1
    93.2	95.5	101.7	12.6	3.0	101.2	92.9	-26.2
- O=C(NCc1ccco1)C(=O)c1c[nH]c2ccccc12
    99.3	90.4	97.0	-16.6	2.0	96.0	92.8	5.8
- CC1CCC(NC(=O)CSc2nnnn2C)CC1 (stereo not drawn)
    92.3	93.5	91.9	16.8	3.0	89.7	86.3	21.7
- NC(C(=O)O)C(c1ccccc1)C(F)F (stereo not drawn)
    97.1	95.6	97.0	-2.7	2.0	100.0	93.5	-30.4
- O=C(N/N=C/c1ccc([N+](=O)[O-])cc1)c1cc(-c2ccc3c(c2)OCO3)n[nH]1
    95.7	99.6	101.9	1.9	.	95.3	86.2	2.7
- Cc1cc(O)cc(=O)n1Cc1ccco1
    98.4	99.7	97.4	-0.5	1.0	100.9	99.2	6.4
- Cc1ccc(/C=C2\NC(=S)NC2=O)cc1[N+](=O)[O-]
    91.8	99.5	91.2	8.4	0.0	125.6	.	-28.1
- CSc1ccc(OC2CCN(Cc3ccccc3)CC2)cc1
    83.1	85.0	64.9	-10.9	0.0	86.0	94.4	-1.5
- COc1ccc(OC)c(N(CC(=O)Nc2ccccc2F)S(=O)(=O)c2ccccc2)c1
    106.2	115.3	118.5	7.9	2.0	101.9	103.3	1.1

Later entries:
Each structure is followed by: RPL19A-GFP yeast	AGP1 TOR yeast	LAP4-GFP MLPCN	VLA-4 inh	GRK2 inh	MEP2 TOR yeast	CIT2-GFP yeast	JMJD2C inh
- CC(=O)C1=C(O)C(=O)N(Cc2ccccc2)C1c1ccco1 (stereo not drawn)
    105.1	107.4	100.8	-2.8	4.0	101.6	102.9	0.2
- CN1CCN(C(=O)C(Cc2ccccc2)NS(=O)(=O)c2ccc3c(c2)CCC(=O)N3)CC1 (stereo not drawn)
    98.3	98.2	91.5	13.7	2.0	101.0	102.7	.
- CC(C)C[C@H](NC(=O)c1ccc(OC2CCN(C(=O)C3CC3)CC2)cc1)C(N)=O
    98.2	105.5	102.4	10.0	0.0	93.1	93.2	-1.2
- COC(=O)CC1(c2cccc3ccccc23)C(=O)c2ccccc2C1=O
    100.5	103.7	100.4	19.1	3.0	94.5	82.5	-7.2
- Cc1csc(NC(=O)CN(C)S(=O)(=O)c2cccc3cccnc23)n1
    104.0	106.5	98.2	28.3	0.0	105.0	107.9	-6.4
- COc1cccc(CC(=O)Nc2ccc3c(c2)OC2(CCCC2)O3)c1
    95.9	94.2	104.3	-1.8	0.0	96.3	92.2	9.0
